# Screens (PubChem BioAssay)
# TNAP inh hi DEA: blocks human TNAP under high phosphate acceptor concentration; inhibition, % at 20 µM; hit rate 0.03% among 200,000; purified TNAP, CDP-star luminescence, 1 M DEA;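 active = over 50% inhibition of tissue-nonspecific alkaline phosphatase at 20 µM in the single-dose screen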;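 also: plate controls were DMSO wells for no effect and EDTA-quenched wells as full inhibition for full effect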
# Target sequence (P05186 whole entry, looked up): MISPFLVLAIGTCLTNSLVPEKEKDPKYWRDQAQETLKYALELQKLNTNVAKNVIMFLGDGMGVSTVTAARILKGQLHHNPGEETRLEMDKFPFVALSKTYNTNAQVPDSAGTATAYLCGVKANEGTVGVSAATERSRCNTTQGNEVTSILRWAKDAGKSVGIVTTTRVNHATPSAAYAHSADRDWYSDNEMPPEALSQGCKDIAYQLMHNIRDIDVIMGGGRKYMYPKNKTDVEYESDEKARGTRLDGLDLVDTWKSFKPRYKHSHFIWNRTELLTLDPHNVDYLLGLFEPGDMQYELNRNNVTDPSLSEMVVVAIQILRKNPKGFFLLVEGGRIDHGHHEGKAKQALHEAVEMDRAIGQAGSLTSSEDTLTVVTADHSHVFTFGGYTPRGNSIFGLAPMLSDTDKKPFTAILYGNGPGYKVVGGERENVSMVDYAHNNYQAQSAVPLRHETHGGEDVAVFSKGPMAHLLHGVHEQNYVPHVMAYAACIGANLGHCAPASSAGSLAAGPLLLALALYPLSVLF
# HMGR II inh: blocks class II HMG-CoA reductase of Enterococcus faecalis; inhibition, % at 10 µM; purified E. faecalis HMGR, NADPH absorbance 340 nm kinetic; hit rate 0.41% among 190,000;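 active = inhibition above a set limit, the median over all tested compounds plus 3 SD, cut at about 9.5% in these data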;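 also: enzyme runs in reverse so mevalonate oxidation gives rising NADPH absorbance; 0% = complete reaction with DMSO and 100% = background rate lacking mevalonate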
# TNAP inh noacc: blocks human TNAP activity with no phosphate acceptor present; P05186; purified TNAP, CDP-star luminescence, 30 min; inhibition, % at 20 µM; hit rate 0.26% among 200,000; AID 1012;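 active = tissue-nonspecific alkaline phosphatase inhibition above about 50% at 20 µM in the single-dose screen, limit read from the data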;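 also: 0% = DMSO negative control and 100% = EDTA positive control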
# Diaph inh CS: inhibits diaphorase or chemically oxidizes, flagging diaphorase assay artifacts; hit rate 0.69% among 190,000; diaphorase resazurin-to-resorufin fluorescence, NADH, 16 min; bacterial (C. kluyveri) enzyme, not human; inhibition, % at 20 µM; AID 1217;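 active = primary screen inhibition at 20 µM above a set limit, cut at about 50% in these data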;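 also: plate controls were DMSO with full reaction for no effect and wells lacking NADH for full effect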
#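 Test system: diaphorase enzyme from Clostridium kluyveri; amount: diaphorase at 0.14 U/mL in enzyme working solution; detection: fluorescence of resorufin formed from resazurin, Ex 544/Em 590 nm; times: reaction incubation of 16 min at room temperature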
# PMI activator: phosphomannose isomerase (human) activation | activation factor at 20 µM | AID 1214 | purified human PMI, coupled resazurin fluorescence, 20 min; active compounds read high; 1 = vehicle control, 0 substrate-free wells | P34949 | hit rate 0.005% among 190,000;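 active = activation factor of 2 or more at 20 µM, relative to plate controls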
# Target sequence (P34949 whole entry, looked up): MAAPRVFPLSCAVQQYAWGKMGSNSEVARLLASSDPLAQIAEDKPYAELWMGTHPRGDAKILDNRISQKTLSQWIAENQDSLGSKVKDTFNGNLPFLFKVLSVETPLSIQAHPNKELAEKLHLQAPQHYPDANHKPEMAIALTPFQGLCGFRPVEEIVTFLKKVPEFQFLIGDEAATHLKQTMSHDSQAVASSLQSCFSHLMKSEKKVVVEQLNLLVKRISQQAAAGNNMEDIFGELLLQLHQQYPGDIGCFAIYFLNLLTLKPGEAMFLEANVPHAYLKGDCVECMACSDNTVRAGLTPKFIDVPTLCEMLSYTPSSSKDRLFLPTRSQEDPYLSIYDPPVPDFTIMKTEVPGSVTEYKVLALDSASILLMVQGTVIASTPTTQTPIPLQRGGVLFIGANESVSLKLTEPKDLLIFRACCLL
# PMI act satM6P: activators of human phosphomannose isomerase at near-saturating mannose 6-phosphate; hit rate 0.34% among 190,000; activation factor at 20 µM; P34949; coupled PMI enzyme assay, resazurin fluorescence, 20 min; active compounds read high; 1 = untreated enzyme, 0 = substrate-free blank;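 active = activation factor of 2 or more at 20 µM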
#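 Technique: Diaphorase-driven resazurin-to-resorufin fluorescence, excitation 544, emission 590 nm | Assay system: Human PMI in coupled enzyme assay | Times: Enzyme reaction with compound 20 min at room temperature | Medium: HEPES-buffered pH 7.4 with magnesium and detergent | Reagent: Mannose-6-phosphate 1.0 mM (near-saturating) plus 0.22 mM NADP+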
# TNAP act hiacc: TNAP (human) activation, high acceptor; purified TNAP, CDP-star luminescence, 1 M DEA, 30 min; active compounds read high; 0 = EDTA background, 1 = DMSO-only activity; activation factor at 20 µM; 200,000 tested, under 10 active;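 active = activation factor at least 2 at 20 µM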
#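 Test system – human TNAP · Doses – 20 µM single point · Incubation – 30 min, room temperature · Signal – luminescent substrate turnover signal · Read-out basis – activation factor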
# Diaphorase act: activates diaphorase or chemically reduces, flagging diaphorase assay artifacts; Diaphorase/resazurin coupled assay, resorufin fluorescence, 16 min; active compounds read high; 1 = vehicle wells, 0 = NADH-free wells; activation factor at 20 µM; hit rate 0.005% among 190,000; AID 1229;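 active = diaphorase activity raised at least twofold by the compound at 20 µM; inactive = activation factor below 2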
#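 Material: purified diaphorase enzyme from Clostridium kluyveri; Also added: 0.114 mM NADH and 0.1 mM resazurin, final amounts; Doses: single compound dose of 20 µM, 1% DMSO final; Times: 16 min enzyme reaction, ambient temperature; Detection: resorufin fluorescence, excitation 544 nm, emission 590 nm; Measure: increased resorufin signal from activators or reducing compounds.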
# FLuc stim CS: firefly luciferase counter-screen for stimulation assays | P08659 | ATPlite luciferase biochemical, luminescence, 10 min; 0 = ATP-free wells, 1 = DMSO control | activation factor at 10 µM | 200,000 tested, under 10 active;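 active = luciferase activation factor, scaled between plate controls, of at least 2 with compound at 10 µM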
#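 test system = cell-free luciferase reagent | medium = PBS as buffer for the ATP substrate | dosing = test compounds dosed from 2 mM stocks in 100% DMSO | incubation = 10 min at ambient temperature | detection = luminescence measurement of luciferase light output | benchmarks = low control with PBS replacing ATP, high control enzyme plus ATP without compound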
# G6PDH CS: inhibits Leuconostoc G6PDH, flagging false hits in G6PDH-based assays. inhibition, % at 5 µM. Purified L. mesenteroides G6PDH, diaphorase/resazurin coupled fluorescence, 45 min. hit rate 0.12% among 200,000; in the data active = inhibition above about 50%
# Starred values were filed as active, the others as inactive; / = not tested or not shown.
smiles	TNAP inh hi DEA	HMGR II inh	TNAP inh noacc	Diaph inh CS	PMI activator	PMI act satM6P	TNAP act hiacc	Diaphorase act	FLuc stim CS	G6PDH CS
Cc1cccc(N2C(=O)CN(Cc3cccs3)C2=S)c1	-3	-2	-28	10	0.9	1	1	0.9	1.1	-1
Cc1ccc(-n2c(-c3ccccc3)nnc2-c2cccs2)cc1	-1	-1	-9	12	1	1	1	0.9	1.1	-1
c1ccc2c(c1)c1ccccc1n1c(-c3ccc4c(c3)OCO4)nnc21	-5	0	-11	37	1	1	1.1	0.6	1.1	0
CCOc1ccccc1C(=O)Nc1nccs1	-1	-3	-11	13	1.1	1	1	0.9	1	1
CCN1/C(=C(\O)c2ccccc2)C(=O)c2ccccc2S1(=O)=O	-3	-11	-1	9	0.8	0.9	1	0.9	1	0
CCCCC(=O)N/N=C(\C)CC(=O)Nc1cc(Cl)ccc1OC	-2	-4	-3	10	1	0.9	1	0.9	1.1	8
Cc1[nH]c(=O)[nH]c1CN1CCCCC1	-4	-7	-13	22	1	1	1	0.8	1.1	0
CCSc1nc2cc(OC)c(OC)cc2c(=O)n1CC	-2	-6	-6	23	0.8	0.8	1	0.8	1	-8
COc1ccccc1C(=O)N1CCN(S(=O)(=O)Cc2ccccc2)CC1	0	2	-7	8	1	1	1	0.9	1	-1
CCOc1ccc(N(CC(=O)NC2CCCC(C)C2C)S(=O)(=O)c2c(C)noc2C)cc1 (stereo unspecified)	-2	-1	-19	5	0.9	0.9	1	1	1.1	-2
Cc1ccc(C2CC(=O)N3CN(c4ccc(Br)cc4)CSC3=C2C#N)o1 (stereo unspecified)	-1	-10	0	58*	1	1.4	1	0.4	1	16
O=C(NNC(=S)NC(=O)c1cccnc1)c1ccc(Cl)cc1	-3	-9	-147	36	0.8	1.1	1	0.6	1	3
CCN(CC)c1ccc(N=Nc2ncn[nH]2)cc1	35	3	-30	23	1.1	1	0.7	0.8	0.2	0
N#Cc1c2n(c3c(=O)n(CC(=O)c4ccc([N+](=O)[O-])cc4)cnc13)CCCCC2	0	-4	-4	7	1.1	1	1	0.9	1.1	4
Cc1cc2c(c(=O)o1)C(CC(C)C)C(C#N)=C(N)O2 (stereo unspecified)	-6	-3	-20	12	1	0.9	1.1	0.9	1	4
COc1ccc(C)cc1-n1nnnc1SCc1cc(=O)n2cc(C)ccc2n1	-5	-2	-2	7	1	1	1.1	0.9	1	9
O=C(NCC1CCNCC1)c1ccncc1	-1	-5	-7	4	1.3	1.4	1	1	1.1	1
O=C(C1CCN(CC2CC=CCC2)CC1)N(CCc1ccccc1)Cc1ccccc1 (stereo unspecified)	-10	1	-17	0	1	1	1.1	1	1	5
Cc1ccc(S(=O)(=O)N2CCCCC2)cc1C(=O)N1CCN(c2ccccn2)CC1	-4	-16	-4	-7	1.1	1.1	1	1.1	1	1
COc1ccc(C(=O)Oc2cccc(/C=N/NC(N)=S)c2)cc1	2	5	4	12	1.1	1	1	0.9	0.7	-1
CCOC(=O)N1CCC(N(C(=O)Nc2cccc(OC)c2)C(C)CC)CC1 (stereo unspecified)	-3	0	-6	16	0.9	0.9	1	0.8	1	4
CCN1CCN(CCNC(=O)c2ccc(/C=C3/Sc4ccccc4N(Cc4cccc(C)c4)C3=O)cc2)CC1	-2	-2	-10	-42	1	1.1	1	1.4	1	-1
CC(C)CNC(=O)c1ccccc1NC(=O)CN(c1ccc2c(c1)OCCO2)S(C)(=O)=O	-2	-4	-8	4	1	1	1	1	1	-15
CS(=O)(=O)N1CCN(c2ccccc2NC(=O)c2ccc(Cl)cc2)CC1	-7	0	-6	7	1	1	1.1	0.9	1.1	-21
N#Cc1nc(Cc2ccccc2)oc1N1CCN(c2cccc(Cl)c2)CC1	1	3	-4	16	0.9	0.9	1	0.8	1	-2
O=S(=O)(Nc1nc2c(s1)CCCC2)c1ccc(Br)cc1	-1	-1	-5	20	0.9	0.9	1	0.8	1.1	1
CSc1nccc(Oc2cccc(C#N)c2)n1	-3	0	-14	8	1	1.1	1	0.9	1.1	3
COc1ccc(/C(O)=C2/C(=O)C(=O)N(CC3CCCO3)C2c2ccc(O)c(OC)c2)cc1 (stereo unspecified)	-4	-5	-10	13	1	0.9	1	0.9	1	6
Cc1ccc(S(=O)(=O)/N=C(/Nc2c(C)n(C)n(-c3ccccc3)c2=O)c2ccccc2)cc1	-4	-4	-8	6	1.1	1.1	1	0.9	1	4
FC(F)(F)c1cc(CCN2C(=S)NC[C@@H]2Cc2ccccc2)cc(C(F)(F)F)c1	-5	0	-10	31	0.8	0.9	1.1	0.7	1.1	8

# Next section; it opens with the 2 that closed the last part.
smiles	TNAP inh hi DEA	HMGR II inh	TNAP inh noacc	Diaph inh CS	PMI activator	PMI act satM6P	TNAP act hiacc	Diaphorase act	FLuc stim CS	G6PDH CS
Cc1ccc(S(=O)(=O)/N=C(/Nc2c(C)n(C)n(-c3ccccc3)c2=O)c2ccccc2)cc1	-4	-4	-8	6	1.1	1.1	1	0.9	1	4
FC(F)(F)c1cc(CCN2C(=S)NC[C@@H]2Cc2ccccc2)cc(C(F)(F)F)c1	-5	0	-10	31	0.8	0.9	1.1	0.7	1.1	8
O=C(COC(=O)C1CC1)Nc1ccc2[nH]c(=O)[nH]c2c1	-5	3	-19	1	1	0.9	1	1	1	-1
COC(=O)C1=C(C)NC2=C(C(=O)CC(C)(C)C2)C1c1cnn(C)c1C (stereo unspecified)	-4	-1	-5	7	1.1	1.1	1	0.9	1.1	4
CCOc1ccc(OCC)c(NC(=O)C2CCCN(c3nc(C)cc(C)n3)C2)c1 (stereo unspecified)	-5	-3	-9	31	0.9	0.7	1.1	0.7	1.1	11
Cc1cc(C)cc(NC(=O)Nc2ccc3c(c2)N(C)C(=O)CS3)c1	-8	3	-12	27	0.8	0.8	1.1	0.7	1	6
Cc1ccc(C)c(-n2nnnc2SCC(=O)c2c(N)n(C)c(=O)n(C)c2=O)c1	-3	-5	-5	0	1	1	1	1	1	0
COc1ccccc1C(=O)NCC(=O)OCC(=O)Nc1cccc(S(=O)(=O)N2CCCCCC2)c1	-5	-1	-16	18	0.9	0.8	1	0.8	1	-2
Nc1c2c(nc3ccccc13)N(C1CCCCC1)CC2	2	-1	-11	18	1	1	1	0.8	1	-20
O=C(CC(c1ccccc1)c1ccco1)Nc1nccs1 (stereo unspecified)	-2	-5	-8	10	1.3	1.2	1	0.9	1	1
CCOc1cc(CNCc2ccccn2)ccc1OCC(=O)NC(C)(C)C	-1	-4	-9	7	1	1	1	0.9	1	2
Cc1ccc(C(=O)NCCSC2CCCCC2)cc1S(=O)(=O)Nc1ccccc1	0	-3	-3	26	0.8	0.8	1	0.7	1	8
COc1ccc(-c2nsc(C(=O)N(c3ccc(F)cc3)C(C(=O)NC3CCCC3)c3ccc(OC)cc3)c2N)cc1 (stereo unspecified)	-3	-1	-9	4	1	1	1	1	1	4
CCOC(=O)C1=C(C)Nc2sc(C(=O)c3ccc(C)cc3)c(N)c2C1c1ccc(C(=O)OC)cc1 (stereo unspecified)	-2	-2	-3	26	0.9	1	1	0.7	1.1	-2
CCCN=C1CC(C)(C)CC(=O)/C1=C(/O)CCC	-1	-7	-4	13	0.9	0.9	1	0.9	1.1	18
O=C(NC(=S)Nc1ccc(S(=O)(=O)NC2CCCCC2)cc1)c1cccs1	6	7	28	22	0.8	0.9	0.9	0.8	1	-14
O=C(Nc1cccs1)Nc1ccc(F)cc1F	2	-4	-12	9	1	1	1	0.9	0.9	-11
NC(=O)COc1cccc2cccnc12	0	-5	-17	3	1	1.1	1	1	1	-1
Cc1ccccc1-c1nc(CN2CCC(C(=O)N3CCC(C(N)=O)CC3)CC2)c(C)o1	0	-1	-18	9	0.9	0.9	1	0.9	1.1	-20
Cc1ccc(N(CC(=O)N/N=C/c2ccco2)S(=O)(=O)c2ccccc2)cc1	-5	-5	5	-16	1.1	1.1	1	1.2	1.1	13
O=C1CC(C(=O)NC2CCCCC2)C2(CCCCC2)O1 (stereo unspecified)	-7	-2	-9	16	0.9	1	1.1	0.8	1.1	5
COc1ccc(CNC(=O)c2noc(C(C)C)c2[N+](=O)[O-])cc1	-5	-1	-12	0	1.1	1.1	1	1	1.1	-5
COc1cccc(C2/C(=C(\O)c3c(C)nc4c(C)cccn34)C(=O)C(=O)N2CCCN(C)C)c1OC (stereo unspecified)	-8	/	-15	15	1	1	1.1	0.9	1.1	1
O=C(Nc1ccccc1C(=O)N1CCCC1)c1cccc(S(=O)(=O)N2CCCCC2)c1	-2	6	-12	5	1	1.1	1	0.9	1.1	9
COc1ccc(N2CCN(C(=O)CN(c3ccccc3)S(C)(=O)=O)CC2)cc1	0	0	-8	6	1	1	1	0.9	1.1	1
CCn1cc(CN(C)S(=O)(=O)c2ccc3ccccc3c2)c(C)n1	0	1	-1	13	0.9	0.9	1	0.9	1	3
Cc1ccc(Sc2cc(C(F)(F)F)nc(N(C)C)n2)cc1	0	-1	-14	14	0.9	0.9	1	0.9	1	22
O=C(NC1CCS(=O)(=O)C1)c1ccc(S(=O)(=O)N2CCCCC2)cc1 (stereo unspecified)	-3	-1	-3	14	1	1	1	0.9	1.1	9
CCC(C)n1c(=N)c(C#N)cc2c(=O)n3ccccc3nc21 (stereo unspecified)	5	-6	4	9	1	0.9	1	0.9	1	8
COc1ccc(C2CC(c3cccs3)=Nc3ccccc3S2)cc1 (stereo unspecified)	0	-2	-4	14	0.9	0.9	1	0.9	1	4
Cc1cc(C(=O)N/N=C2/CC(C)CC(C)(C)C2)c(C)o1 (stereo unspecified)	-5	-1	-11	31	1.1	1	1	0.7	1.1	-3
COc1ccc(CC(=O)Nc2nnc(C(C)C)s2)cc1OC	4	-1	-3	/	/	/	1	/	1	12
